High-throughput results (PubChem)
PKM2 activator = activators of human pyruvate kinase M2; purified PKM2, Kinase-Glo ATP luminescence, activation; response scale: 0% is enzyme alone, no compound; 260,000 tested, 0.34% active; P14618; Potency, µM (series often up to 57.5 µM), for inactives: at the top dose activation, hits mostly activators; also: potency is read from the fitted curve at half-maximal effect; % is scaled to controls: 0 for no effect and ±100 for the full control effect; nearly all actives have a fitted effect of over 55% in size
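ATP formation by purified human PK-M2, quantified via coupled luciferase luminescence after 1 h at room temperature with 0.1 mM ADP and 0.5 mM PEP final.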
Menin MLL FP TR = displaces Texas Red mutant MLL peptide from human menin; Potency, µM (doses to about 61.6 µM), for inactives: at the top dose FP activity change, negative = inhibition, usual class: inhibitors; Menin + Texas Red MLL mutant peptide, fluorescence polarization; 270,000 tested, 0.23% active; O00255; active = well fitted inhibition curve with a large enough effect in the polarisation, with a control signal flat, not every such curve was filed as active; inconclusive = small, poorly fitted or top-dose-only effect, or effect the other way, or a change in a side signal; inactive = no such curve, though single readings can be large or run the other way; the % refers to the polarisation; also: potency is read from the fitted curve at half-maximal effect; % of control where 0% means no effect; many of its hits are not listed in these tables
GALK inh = galactokinase (human) inhibition. P51570. Purified GALK, Kinase-Glo residual ATP luminescence. Potency, µM (top dose mostly 57.5 µM), for the others: at the top dose activity change, negative = inhibition, hits mostly inhibitors. 270,000 tested, 0.007% active; also: potency is read from the fitted curve at half-maximal effect; % is scaled to controls: 0 for no effect and ±100 for the full control effect
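Luminescence from leftover ATP (Ultra-Glo luciferase/luciferin) served as read-out after a 1 h room-temperature reaction of 5 nM GALK with 35 uM ATP and 100 uM galactose.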
Giardia killer = kills Giardia lamblia; 340,000 tested, 0.15% active; activity change, % at 7.66 µM, hits read low; Giardia lamblia trophozoite viability; in the data active = activity change below about -80%; inconclusive = between about -30% and that limit;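 also: parasites exposed to compound for two days anaerobically before the ATP read; % is scaled to controls: 0 for no effect and ±100 for the full control effect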
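Trophozoite viability was measured as ATP-dependent luminescence, read 15-30 min after reagent addition. Before that, parasites at 100 cells/well were exposed to compounds for 48 h, anaerobically, at 37 deg C.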
PTAP TSG101 blk = blocks PTAP/TSG101 interaction to inhibit HIV-1 budding. Q99816. AID 493005. Potency, µM (top dose mostly 115 µM), without a hit: at the top dose activity change, negative = inhibition, most hits filed as inhibitors. Fluorescence polarization, FITC-PTAP peptide / Tsg101 binding. 340,000 tested, under 10 active; active = well fitted inhibition curve with a large enough effect in the main read-out, with a control signal flat, not every such curve was filed as active; inconclusive = small, poorly fitted or top-dose-only effect, or effect the other way, or a change in a side signal; inactive = no such curve, though single readings can be large or run the other way; also: potency is read from the fitted curve at half-maximal effect; % of control where 0% means no effect
Target sequence (Q99816 whole entry, looked up): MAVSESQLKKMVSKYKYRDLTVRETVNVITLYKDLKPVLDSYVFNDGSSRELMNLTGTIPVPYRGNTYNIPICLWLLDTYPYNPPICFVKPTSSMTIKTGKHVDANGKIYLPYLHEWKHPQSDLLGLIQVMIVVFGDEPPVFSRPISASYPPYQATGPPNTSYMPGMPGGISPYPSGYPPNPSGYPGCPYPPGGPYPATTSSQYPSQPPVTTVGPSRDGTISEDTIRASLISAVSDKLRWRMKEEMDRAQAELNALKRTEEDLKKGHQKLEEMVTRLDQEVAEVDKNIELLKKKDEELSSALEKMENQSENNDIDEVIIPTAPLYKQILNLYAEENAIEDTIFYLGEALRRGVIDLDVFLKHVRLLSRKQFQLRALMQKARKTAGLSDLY
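FP read-out: FITC-PTAP peptide, 50 nM final, binding Tsg101 binding domain, 10 uM final; 20 min, r.t.; 10 mM HEPES pH 7.5, 0.15 M NaCl, 0.01% Tween 20, 3 mM EDTA, 0.1 mM TCEP.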
Tb PFK block = inhibitors of T. brucei phosphofructokinase; O15648; T. brucei PFK, ADP-Glo luminescence; Potency, µM (highest dose often 57.5 µM), for inactives: top-dose activity, negative = inhibition, most hits filed as inhibitors; 330,000 tested, 0.17% active; AID 485367;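 also: potency is read from the fitted curve at half-maximal effect; 0% = uninhibited 1x PFK enzyme wells and -100% = no-enzyme wells; nearly all actives have a fitted effect of over 60% in size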
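1.25 nM PFK with 0.5 mM F6P and 0.1 mM ATP in 0.1 M TEA pH 8.0, 5 mM MgCl2, incubated 45 min at room temperature; ADP measured by ADP-Glo luminescence; compounds titrated up to 57 uM.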
ASM inhibitor = human S-ASM enzyme inhibition; 340,000 tested, 0.006% active; P17405; AID 504937; Potency, µM (highest dose often 57.5 µM), inactives show at the top dose activity change, negative = inhibition, most hits filed as inhibitors; placental ASM, HMU-PC fluorogenic substrate, 60 min; also: potency is read from the fitted curve at half-maximal effect
Target sequence (P17405 47-631 limits assumed): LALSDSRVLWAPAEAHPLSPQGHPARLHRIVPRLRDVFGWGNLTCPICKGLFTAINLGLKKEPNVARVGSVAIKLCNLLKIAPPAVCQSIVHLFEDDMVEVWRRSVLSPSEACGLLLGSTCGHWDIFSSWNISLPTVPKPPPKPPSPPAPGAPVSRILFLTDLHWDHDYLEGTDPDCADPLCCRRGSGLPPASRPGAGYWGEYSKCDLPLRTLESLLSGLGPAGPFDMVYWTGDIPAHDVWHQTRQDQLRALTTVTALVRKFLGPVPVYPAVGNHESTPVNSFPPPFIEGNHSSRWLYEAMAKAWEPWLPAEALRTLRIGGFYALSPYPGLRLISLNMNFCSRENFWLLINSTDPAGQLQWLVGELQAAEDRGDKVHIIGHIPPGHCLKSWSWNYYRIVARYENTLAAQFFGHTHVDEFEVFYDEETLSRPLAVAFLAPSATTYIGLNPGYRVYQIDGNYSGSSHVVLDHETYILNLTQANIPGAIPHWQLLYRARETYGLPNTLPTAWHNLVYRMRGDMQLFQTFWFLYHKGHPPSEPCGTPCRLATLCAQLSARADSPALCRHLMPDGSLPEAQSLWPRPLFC
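HMU-PC0 cleavage (9 uM final) by human placental ASM, 60 min at 37 °C following 10 min compound exposure at RT; stopped at pH 10, fluorescence Ex 386/Em 447 nm.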
Coupling enz = inhibits coupling enzyme system, counter-screen for aldolase hits. coupling enzyme system counterscreen, AmpLite Red fluorescence. activity change, negative = inhibition, % at 58.2 µM, hits read low. 290,000 tested, 0.67% active. AID 2472; in the data active = activity change below about -30%; also: % is scaled to controls: 0 for no effect and ±100 for the full control effect
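Coupling enzymes only (glyceraldehyde-3-phosphate) + compound, at 57.5 uM final, 10 min RT; add substrate/coupling/AmpLite Red mix, 20 min RT; fluorescence ex 525/em 598 nm. Actives flag coupling-system interference.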
B2AR arrestin = beta2AR (human) beta-arrestin recruitment activity | P07550 | beta-arrestin recruitment to beta2AR, cell-based reporter | Potency, µM (series often up to 46.1 µM), without a hit: at the highest dose activation, most hits filed as activators | 330,000 tested, 0.02% active;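 also: potency is read from the fitted curve at half-maximal effect; 0% = DMSO controls and full agonism = EC100 isoproterenol or metaproterenol; nearly all actives have a fitted effect of over 65% in size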
BCR signal inh = inhibitors of chronic active B-cell receptor signaling. ABC-DLBCL IkBa-CBG/CBR reporter, luminescence ratio, 4 h. Potency, µM (top dose mostly 46.1 µM), without a hit: at the highest dose ratio change, negative = lower green/red ratio, usual class: inhibitors. 340,000 tested, 0.05% active; active = well fitted inhibition curve with a large enough effect in the signal ratio, with a control signal flat, not every such curve was filed as active; inconclusive = small, poorly fitted or top-dose-only effect, or effect the other way, or a change in a side signal; the % refers to the signal ratio;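 also: potency is read from the fitted curve at half-maximal effect; plate controls were basal doxycycline-induced cells for no effect and cells given 10 µM MG132 for full effect; MG132 reads +100%, hits lower the ratio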
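Compounds up to 46 uM were incubated four hours with TMD8 cells whose green CBG68 luciferase is fused to IkappaBalpha; red CBR luminescence normalised the signal, and concentration-effect curves were fitted to fusion, red and ratio data.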
Integrin act MD = activates integrin-mediated alleviation for muscular dystrophy; alpha7betagal myoblasts, beta-gal FDG fluorescence, 48 h; Potency, µM (series often up to 38.3 µM), for inactives: top-dose activation, hits mostly activators; 350,000 tested, 0.064% active; AID 624291;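 also: potency is read from the fitted curve at half-maximal effect; 100% = response of the positive control SU9516; nearly all actives have a fitted effect of over 60% in size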
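Alpha7betagal+/- myoblasts (passage 13) were plated 16-24 hr, then exposed to compounds (1:260 dilution of DMSO stock) for 48 hours at 37C. After MPER lysis, β-galactosidase reporter activity was read as FDG fluorescence (ex 480/em 540) after 30 minutes.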
The depositor's hits bear a star; ? = inconclusive; . = not tested or not shown; & = joins results of further samples; [ ] = remark or other dose. Unless noted, calls follow the shape of the dose curve; as a rule, active = well fitted curve in the direction sought with a large enough effect; inconclusive = small, poorly fitted or top-dose-only effect, or another doubt; inactive = no such curve, though single readings can be large; an effect the other way counts as inactive or inconclusive. The list is partial (hit frequency here may not be typical).

Below each SMILES: PKM2 activator	Menin MLL FP TR	GALK inh	Giardia killer	PTAP TSG101 blk	Tb PFK block	ASM inhibitor	Coupling enz	B2AR arrestin	BCR signal inh	Integrin act MD
1: O=C1c2ccccc2NC(c2ccccc2)N1CCCN1CCOCC1 (stereo unspecified)
 : 11%	.	0%	6	0%	3%	189%[activator]	0	3.7%	1%	18%
2: O=C(O)CSc1nnc(-c2ccc(Cl)cc2Cl)n1-c1ccc(Cl)cc1
 : 0%	6%	-2%	-8	-4%	1%	9%	11	-0.5%	0%	-10%
3: O=C(CCNC(=O)C1CCN(S(=O)(=O)c2ccc(F)cc2)CC1)NCCc1cccc(F)c1
 : .	.	-3%	14	1%	1%	-2%	.	0.2%	0%	14%
4: COc1ccc(N2C(=O)CC(S/C(N)=N/N=C(\C)c3cccs3)C2=O)cc1 (stereo unspecified)
 : 0%	?	0%	-8	-8%	1%	-11%	0	0.2%	-31%	2%
5: O=C(N1CCCCCC1)N1CCN(C(=O)N2CCOCC2)CC1
 : -8%	11%	-3%	2	-1%	-2%	4%	-1	-0.4%	6%	12%
6: O=C(NCCO)C1CCN(S(=O)(=O)c2ccc(F)cc2)CC1
 : -3%	1%	3%	2	0%	-3%	2%	1	-0.1%	-1%	10%
7: COc1cc(/C=C2\SC(=O)NC2=O)ccc1Oc1cnccn1
 : -5%	-1%	1%	-19	-11%	3%	-1%	0	-1.1%	0%	-41%
8: O=C(CCl)N(CCc1ccccc1)CCc1ccccc1
 : -2%	?	-1%	-21	-3%	-2%	-2%	4	-0.3%	?	-55%[inhibitor]
9: CCC1(c2ccccc2)NC(=O)N(CC(=O)N(C)Cc2c(F)cccc2Cl)C1=O (stereo unspecified)
 : 5%	-22%	12%	-2	0%	2%	-14%	1	0.3%	6%	-8%
10: Cc1cnc(NC(=O)c2cc3c(C)nn(-c4ccccc4)c3s2)s1
 : -1%	?	0%	-12	-2%	0%	89%[activator]	0	0.1%	0%	1%
11: CCCn1c(SCC(=O)NCCc2ccccc2)nnc1-c1ccccn1
 : 13%	-10%	0%	1	-6%	-3%	-2%	0	-0.4%	-4%	-6%
12: O=C(CCC(=O)c1cccs1)NNC(=O)c1ccc(Cl)cc1
 : .	.	.	8	-2%	-8%	4%	.	0.0%	-2%	0%
13: C[C@H](NC(=O)c1ccccc1Cl)C(=O)OC(C(=O)Nc1cc(C(F)(F)F)ccc1Cl)c1ccccc1 (stereo partly specified)
 : -8%	-3%	0%	-3	-4%	1%	-7%	0	0.3%	27%	12%
14: Cc1ccc(NC(=O)Cn2c(=O)c3cccn3c3ccccc32)cc1
 : .	.	-1%	-23	2%	-13%	0%	.	0.2%	0%	-3%
15: C=CCn1cnc2scc(-c3ccccc3)c2c1=O
 : 0%	2%	-1%	19	-3%	3%	3%	5	-0.6%	11%	0%
16: CCOCCCNS(=O)(=O)c1ccc2c(c1)oc(=O)n2CC(=O)OCC
 : -9%	15%	-3%	-14	-8%	0%	-1%	7	-0.1%	1%	5%
17: CCCn1c(SCC(=O)NCCc2ccccc2)nnc1-c1cccnc1
 : -6%	-6%	5%	-1	1%	0%	6%	-2	0.4%	1%	34%
18: O=C(Nc1nccs1)c1ccc(Br)o1
 : 0%	-11%	-2%	-10	-3%	-2%	7%	1	-0.2%	?	-7%
19: CC1CCCCC1NC(=O)C1CCN(C(=O)c2sccc2-n2cccc2)CC1 (stereo unspecified)
 : 7%	-9%	2%	-1	-5%	0%	4%	6	5.7%	8%	-13%
20: O=C(Cn1ccc(C(F)(F)F)n1)N/N=C/c1ccc2c(c1)OCO2
 : 4%	22%	1%	32[activator]	-4%	-24%	-8%	1	0.1%	3%	7%
21: Cc1ccc(-c2csc(/C=C3\SC(C)C(=O)N3CC(=O)Nc3ccccc3F)n2)cc1 (stereo unspecified)
 : 4%	.	-2%	-3	2%	0%	0%	0	-0.2%	6%	8%
22: NC(=O)c1cc(C(N)=O)nc(Cl)n1
 : 16%	10%	-1%	13	-1%	-4%	2%	0	-0.3%	16%	-4%
23: C/C=C/C(=O)N1CC2(CC(c3cccc(NC(=O)CC)c3)=NO2)C[C@H]1C(N)=O (stereo partly specified)
 : 6%	.	-1%	12	0%	3%	-2%	-5	-0.5%	-2%	13%
24: CCCN(CCC)CCCNC(=O)c1cc2c(-c3ccc(OC)c(OC)c3)nn(C)c2s1
 : .	?	.	-8	-6%	2%	7%	-1	-0.1%	-12%	-62%[inhibitor]
25: CCCCC1=CC2=CC(=O)C(C)(OC(=O)C3CCCC3)C(=O)C2=CO1 (stereo unspecified)
 : -2%	-2%	-2%	-1	-2%	1%	-10%	-3&-10	-0.6%	1%	25%
26: CCN(C(=O)CSc1nc2cc(Cl)ccc2c(=O)n1CC(C)C)C1CCS(=O)(=O)C1 (stereo unspecified)
 : .	.	.	-13	-1%	-9%	4%	.	0.1%	4%	-1%
27: COc1ccccc1Cn1c(C(C)C)nc2ccccc21
 : -1%	.	5%	3	-4%	-6%	-3%	3	-0.5%	0%	7%
28: CCOc1ccc(NC(=O)CN(c2ccc(OCC)cc2)S(=O)(=O)c2c(C)[nH]c(=O)[nH]c2=O)cc1
 : -1%	11%	4%	-11	-4%	-6%	1%	0	0.2%	25%	-3%
29: CS(=O)(=O)N1CCN(c2ccc(NC(=O)CSc3ccc(Cl)cc3)cc2)CC1
 : -8%	4%	-2%	11	-6%	4%	2%	-2	-0.3%	3%	0%
30: COCCn1c(SCc2ccc(OC)c(F)c2)nc2ccccc2c1=O
 : 5%	-1%	1%	-4	-4%	2%	-9%	0	0.2%	-12%	-11%

Three entries out of the list above, arranged by the value under ASM inhibitor, lowest first:
No.	molecule	ASM inhibitor
25	CCCCC1=CC2=CC(=O)C(C)(OC(=O)C3CCCC3)C(=O)C2=CO1 (stereo unspecified)	-10%
27	COc1ccccc1Cn1c(C(C)C)nc2ccccc21	-3%
22	NC(=O)c1cc(C(N)=O)nc(Cl)n1	2%

(cont.)
Below each SMILES: PKM2 activator	Menin MLL FP TR	GALK inh	Giardia killer	PTAP TSG101 blk	Tb PFK block	ASM inhibitor	Coupling enz	B2AR arrestin	BCR signal inh	Integrin act MD
31: Cc1ccc(S(=O)(=O)N2CCN(C(=O)CC3CCCC3)CC2)cc1
 : 4%	-7%	1%	-10	-8%	-7%	-2%	5	4.7%	0%	39%
32: CCc1ccc2nc(N(CCCN(C)C)C(=O)c3ccc(S(=O)(=O)N4CCCc5ccccc54)cc3)sc2c1
 : 3%	?	-3%	-15	-3%	-2%	-11%	-1	-1.0%	0%	-58%[inhibitor]
33: CCOC(=O)C1=C(c2ccccc2)N(C)C(=O)NC1c1ccc(OC(F)F)c(OC)c1 (stereo unspecified)
 : -3%	-11%	0%	-10	-4%	-3%	3%	3	0.3%	?	3%
34: CCC1(C)NC(=O)N(CC(=O)c2cc(C)n(C3CC3)c2C)C1=O (stereo unspecified)
 : .	.	.	-15	-7%	-1%	1%	.	-0.3%	-1%	-31%
35: COCCNC(=O)C(c1ccccc1)N(CCOC)C(=O)Cn1nnc2ccccc21 (stereo unspecified)
 : -1%	-2%	8%	-10	-1%	1%	7%	2	-1.6%	0%	-3%

Looked up by structure from the list above:
Below each SMILES: PKM2 activator	Menin MLL FP TR	GALK inh	Giardia killer	PTAP TSG101 blk	Tb PFK block	ASM inhibitor	Coupling enz	B2AR arrestin	BCR signal inh	Integrin act MD
31: Cc1ccc(S(=O)(=O)N2CCN(C(=O)CC3CCCC3)CC2)cc1
 : 4%	-7%	1%	-10	-8%	-7%	-2%	5	4.7%	0%	39%
33: CCOC(=O)C1=C(c2ccccc2)N(C)C(=O)NC1c1ccc(OC(F)F)c(OC)c1 (stereo unspecified)
 : -3%	-11%	0%	-10	-4%	-3%	3%	3	0.3%	?	3%
34: CCC1(C)NC(=O)N(CC(=O)c2cc(C)n(C3CC3)c2C)C1=O (stereo unspecified)
 : .	.	.	-15	-7%	-1%	1%	.	-0.3%	-1%	-31%
32: CCc1ccc2nc(N(CCCN(C)C)C(=O)c3ccc(S(=O)(=O)N4CCCc5ccccc54)cc3)sc2c1
 : 3%	?	-3%	-15	-3%	-2%	-11%	-1	-1.0%	0%	-58%[inhibitor]
35: COCCNC(=O)C(c1ccccc1)N(CCOC)C(=O)Cn1nnc2ccccc21 (stereo unspecified)
 : -1%	-2%	8%	-10	-1%	1%	7%	2	-1.6%	0%	-3%
